M5 ag: agonists of human muscarinic M5 receptor (CHRM5) | P08912 | CHO-K1 hM5 cells, Fluo-8 calcium fluorescence; 0% DMSO wells, 100% maximal acetylcholine response | activation, % at 3 µM | 360,000 compounds, 0.19% hits | AID 624037;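 active means activation above the run's mean over test compounds plus 3 SD, cut at about 23% in these data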;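 further: signal is peak over basal fluorescence ratio across the kinetic read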
Target sequence (P08912 whole entry, looked up): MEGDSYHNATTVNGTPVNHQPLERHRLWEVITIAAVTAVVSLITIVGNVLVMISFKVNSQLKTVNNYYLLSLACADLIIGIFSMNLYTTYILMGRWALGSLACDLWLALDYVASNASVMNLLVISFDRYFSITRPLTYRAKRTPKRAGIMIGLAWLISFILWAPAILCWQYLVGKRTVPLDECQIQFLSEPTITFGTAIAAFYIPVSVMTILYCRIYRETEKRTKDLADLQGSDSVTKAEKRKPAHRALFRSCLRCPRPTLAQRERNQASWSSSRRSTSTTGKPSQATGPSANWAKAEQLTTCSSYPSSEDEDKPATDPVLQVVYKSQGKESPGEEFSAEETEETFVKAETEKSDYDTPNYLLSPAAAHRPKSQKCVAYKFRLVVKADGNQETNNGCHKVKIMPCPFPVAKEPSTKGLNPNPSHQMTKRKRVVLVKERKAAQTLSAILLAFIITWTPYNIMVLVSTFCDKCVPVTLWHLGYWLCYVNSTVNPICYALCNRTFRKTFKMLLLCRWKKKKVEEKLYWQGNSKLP
M5 antag: antagonists of human muscarinic M5 receptor (CHRM5); P08912; CHO-hM5 cells, Fluo-8 calcium fluorescence, ACh EC80; inhibition, % at 3 µM; 360,000 compounds, 0.59% hits;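 active means inhibition above a per-plate cutoff, the mean of that plate's test compounds plus 3 SD, cut at about 27% in these data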;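 further: 0% = acetylcholine EC80 with DMSO and 100% = DMSO without agonist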
M4 antag: CHRM4 antagonism in calcium assay | 360,000 compounds, 0.73% hits | inhibition, % at 3 µM | P08173 | CHO-hM4 cells, ACh EC80, Fluo-8 calcium fluorescence;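 active means inhibition above its plate's cutoff, the mean inhibition of sample wells plus 3 SD, cut at about 27% in these data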;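 further: 0% = acetylcholine EC80 with DMSO and 100% = DMSO without agonist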
Target sequence (P08173 whole entry, looked up): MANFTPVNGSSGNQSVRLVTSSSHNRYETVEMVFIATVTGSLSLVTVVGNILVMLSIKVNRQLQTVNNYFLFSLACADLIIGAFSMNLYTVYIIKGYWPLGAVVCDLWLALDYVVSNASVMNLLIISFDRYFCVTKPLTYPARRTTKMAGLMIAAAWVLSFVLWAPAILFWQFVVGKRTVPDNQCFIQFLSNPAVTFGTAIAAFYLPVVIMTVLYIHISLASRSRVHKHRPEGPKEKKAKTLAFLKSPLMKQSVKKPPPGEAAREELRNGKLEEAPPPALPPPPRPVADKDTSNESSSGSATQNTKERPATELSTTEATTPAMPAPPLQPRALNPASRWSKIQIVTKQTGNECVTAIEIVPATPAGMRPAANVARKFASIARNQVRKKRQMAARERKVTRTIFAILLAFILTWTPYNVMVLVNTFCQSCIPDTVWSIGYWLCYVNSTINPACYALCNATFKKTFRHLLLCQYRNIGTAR
CHRM5 PAM: potentiates acetylcholine response at human M5 receptor | 360,000 compounds, 0.3% hits | CHO-K1 hM5, Fluo-8 calcium, ACh EC20 PAM; 0% = ACh EC20, 100% = ACh EC100 | activation, % at 3 µM;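 active means activation above the run cutoff, the mean activation of all test compounds plus 3 SD, cut at about 18% in these data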
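System – CHO-K1 hM5 cells · Compound – 3 µM, single dose · Incubation – compound preincubation 140 s before EC20 acetylcholine addition · Technique – Fluo-8 calcium fluorescence · Measure – Max/basal fluorescence ratio as % of EC20–EC100 ACh window · Benchmarks – low control EC20 acetylcholine (0%), high control EC100 acetylcholine (100%) · Replication – singlicate, one well per test compound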
CHRM4 agonist: CHRM4 agonism in calcium assay; P08173; CHO-K1 hM4/Gqi5, Fluo-8 calcium fluorescence; vehicle 0%, full acetylcholine response 100%; activation, % at 3 µM; 360,000 compounds, 0.14% hits; AID 624127;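 active means activation above the run mean over all test wells plus 3 SD, cut at about 32% in these data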;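 further: peak over basal fluorescence ratio per well then scaled between controls; 0% = DMSO wells and 100% = acetylcholine at EC100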
M1 PAM: positive allosteric modulators of human M1 muscarinic receptor; 360,000 compounds, 0.088% hits; CHO-K1 hM1, Fluo-8 calcium fluorescence, ACh EC20; 0% = ACh EC20, 100% = maximal ACh; P11229; AID 588819; activation, % at 3 µM; in the data active means activation above about 19%, passing the limit was not always enough
M4 PAM: CHRM4 positive allosteric modulation; P08173; CHO-K1 hM4/Gqi5, Fluo-8 calcium fluorescence, ACh EC20; 0% = ACh EC20, 100% = maximal ACh; activation, % at 3 µM; 360,000 compounds, 0.4% hits; AID 624126;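 active means activation above its plate's cutoff, the mean activation of sample wells plus 3 SD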; further: some results filed as inactive read as strong as hits
CRFBP-R2 agonist: CRF-BP/CRF-R2 complex agonism. HEK293 CRF-R2/CRF-BP, calcium dye fluorescence (FLIPR); percent of saturating CRF peptide response. AID 588473. 350,000 compounds, 0.46% hits. activation, % at 13.2 µM;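 active means activation of at least 50%, plus an integration ratio under a set limit after plate pattern correction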;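 further: plate controls were neutral control wells without compound for no effect and CRF at EC100 for full effect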
M1 antag: blocks human M1 muscarinic receptor | inhibition, % at 3 µM | CHO-K1 hM1, Fluo-8 calcium fluorescence, ACh EC80 antagonist | 360,000 compounds, 1.3% hits | AID 588852;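 active means percent inhibition above its own plate's cutoff, namely the mean of that plate's compound wells plus 3 SD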;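 further: peak over basal fluorescence ratio during 140 s after agonist addition; 0% = ACh EC80 plus DMSO and 100% = DMSO alone without agonist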
Starred values were filed as active, the others as inactive; · = not tested or not shown.

| Molecule | M5 ag | M5 antag | M4 antag | CHRM5 PAM | CHRM4 agonist | M1 PAM | M4 PAM | CRFBP-R2 agonist | M1 antag |
| --- | --- | --- | --- | --- | --- | --- | --- | --- | --- |
| Cc1ccsc1/C=N/n1c(COc2ccccc2)n[nH]c1=S | -2 | -6 | -10 | 3 | 0 | 13 | 3 | 0.8 | -10 |
| Cc1cc(C)cc(NC(=O)N2CCN(Cc3ccc4c(c3)OCO4)CC2)c1 | 6 | 2 | -1 | 4 | 0 | 3 | -6 | -1.9 | -4 |
| Cc1cc(-c2nn(-c3ccccc3F)cc2CN2CCC(O)CC2)c(C)s1 | -1 | 10 | 13 | 4 | 2 | 10 | 17 | -2.4 | -21 |
| Cc1[nH]c2ccccc2c1C(=O)C(C)OC(=O)c1ccc(NC(=O)CC#N)cc1 (stereo not drawn) | 3 | 4 | -11 | -3 | 8 | 4 | 0 | 1.5 | -14 |
| Fc1cccc(Cl)c1Cn1nnc2c(-n3ccnc3)ncnc21 | -5 | -8 | -13 | 0 | 2 | 4 | 1 | -0.3 | -11 |
| CCCCN(C(=O)CSc1nnnn1C)C1CCS(=O)(=O)C1 (stereo not drawn) | -1 | 13 | 14 | 2 | 0 | 4 | 1 | -0.8 | -5 |
| COc1ccc(OCCOC(=O)c2ccc(-n3cnnn3)cc2)cc1 | 0 | 4 | 4 | -6 | 5 | 0 | -1 | 0.1 | 5 |
| Cn1nc(C(F)(F)F)c(/C=N/OC(=O)c2ccccc2)c1Sc1ccc(Cl)cc1 | -1 | -4 | -5 | -2 | 0 | -3 | 4 | 9.5 | 5 |
| Clc1ccc(-n2nnnc2-c2ccno2)cc1 | -3 | -13 | -11 | 4 | 0 | 18 | -3 | 1.3 | -19 |
| O=C(Nc1ccc(Cl)cc1)N1CCOCC1 | 4 | 21 | -2 | -10 | 3 | 0 | -5 | 1.4 | -4 |
| O=C(CN1C(=O)c2ccccc2S1(=O)=O)c1ccccc1Cl | -2 | 4 | -2 | 0 | 4 | 2 | -3 | · | 0 |
| O=C1C(=Cc2ccccn2)CCc2ccccc21 | -1 | 2 | -7 | 5 | 1 | 6 | 10 | -3.1 | -18 |
| Cc1cccc(C(=O)OC(C)CN2CCN(C)CC2)c1 (stereo not drawn) | -19 | 10 | 8 | -1 | 0 | -1 | -8 | 2.4 | -1 |
| O=C(Nc1ccccc1N1CCCC1)C1CCN(S(=O)(=O)c2ccccc2)CC1 | -2 | -3 | -7 | 5 | 4 | -6 | -4 | 0.1 | 15 |
| CCC(=O)Nc1ccc(Cl)c(NC(=O)c2cccc(OC)c2)c1 | 2 | -13 | -5 | 9 | 1 | 11 | -2 | -0.2 | -6 |
| O=S(=O)(c1cccs1)N1CCC2(CC1)OCCN2S(=O)(=O)c1ccccc1 | 8 | 5 | -1 | -1 | 16 | 3 | 0 | 2.1 | -5 |
| CCC1(C)NC(=O)N(CC(=O)Nc2cc(C)on2)C1=O (stereo not drawn) | 1 | 15 | 0 | 3 | 1 | 15 | 13 | 0.2 | -6 |
| CC(C)c1ccc(NC(=O)C(c2ccccc2)N2CCN(C(=O)c3ccco3)CC2)cc1 (stereo not drawn) | -5 | 3 | -11 | -7 | 0 | 1 | 2 | -0.2 | -19 |
| c1ccc(C2CNCc3c2ccc2ccccc32)cc1 (stereo not drawn) | 4 | 15 | 10 | -13 | 22 | 1 | -20 | 0.0 | 4 |
| CNS(=O)(=O)c1cccc(C(=O)OCC(=O)c2ccc3c(c2)OCCO3)c1 | 6 | 4 | 2 | -11 | 19 | -3 | -8 | 1.0 | -1 |
| O=C(NCC(=O)N1CC=C(c2ccccc2)CC1)c1ccco1 | -3 | -1 | -2 | -7 | 1 | -2 | 3 | -1.9 | 9 |
| O=C(Nc1ccccc1)N1CCCC(CNS(=O)(=O)Cc2ccccc2)C1 (stereo not drawn) | 3 | -13 | -8 | 5 | 2 | -4 | 9 | -0.5 | 13 |
| CC(C)C[C@@H](CN1CCC[C@H]1CN1C(=O)C(=O)NC[C@@H]1Cc1ccccc1)N1C[C@H](Cc2ccccc2)N(CC2CCCCC2)C(=O)C1=O | -1 | -5 | -3 | 2 | -1 | · | 10 | · | · |
| COC(=O)c1c(C#N)c(N)nc2c1CCC2 | -3 | 6 | 14 | -10 | 1 | 3 | 1 | 0.8 | -7 |
| c1ccc(CNc2ncnc3c2ncn3C2CCCCO2)cc1 (stereo not drawn) | 2 | 2 | -11 | -10 | 3 | 5 | -2 | 4.5 | -3 |
| Cn1cc(Br)c(C(=O)N/N=C/c2cccc(OC3CSC3)c2)n1 | 2 | 4 | 4 | -8 | 4 | 10 | 2 | -0.6 | -16 |
| Oc1ccc(C2=Nn3c(nnc3-c3ccco3)SC2)cc1O | 2 | -4 | 12 | 3 | 1 | -5 | 3 | -0.9 | 17 |
| Cc1nc2cc(C(=O)O)ccc2n1-c1ccc(F)cc1F | -2 | -10 | 2 | -6 | 1 | 3 | 7 | -2.0 | -7 |
| Cc1ccc(CC(=O)Nc2nnc(-c3ccc(F)cc3)o2)c(C)c1 | -3 | -6 | 4 | 1 | 0 | 6 | 1 | 0.1 | -10 |
| Cc1nnc(Oc2ccccc2)c2ccccc12 | -3 | -1 | -4 | 4 | -1 | 2 | 18 | -1.4 | -11 |

2 compounds from above with just CHRM4 agonist.
Molecule | CHRM4 agonist
CCCCN(C(=O)CSc1nnnn1C)C1CCS(=O)(=O)C1 (stereo not drawn) | 0
COc1ccc(OCCOC(=O)c2ccc(-n3cnnn3)cc2)cc1 | 5

Reformatted: four of the compounds above.
COC(=O)c1c(C#N)c(N)nc2c1CCC2
  M5 ag: -3 | M5 antag: 6 | M4 antag: 14 | CHRM5 PAM: -10 | CHRM4 agonist: 1 | M1 PAM: 3 | M4 PAM: 1 | CRFBP-R2 agonist: 0.8 | M1 antag: -7
c1ccc(CNc2ncnc3c2ncn3C2CCCCO2)cc1 (stereo not drawn)
  M5 ag: 2 | M5 antag: 2 | M4 antag: -11 | CHRM5 PAM: -10 | CHRM4 agonist: 3 | M1 PAM: 5 | M4 PAM: -2 | CRFBP-R2 agonist: 4.5 | M1 antag: -3
Cn1cc(Br)c(C(=O)N/N=C/c2cccc(OC3CSC3)c2)n1
  M5 ag: 2 | M5 antag: 4 | M4 antag: 4 | CHRM5 PAM: -8 | CHRM4 agonist: 4 | M1 PAM: 10 | M4 PAM: 2 | CRFBP-R2 agonist: -0.6 | M1 antag: -16
Oc1ccc(C2=Nn3c(nnc3-c3ccco3)SC2)cc1O
  M5 ag: 2 | M5 antag: -4 | M4 antag: 12 | CHRM5 PAM: 3 | CHRM4 agonist: 1 | M1 PAM: -5 | M4 PAM: 3 | CRFBP-R2 agonist: -0.9 | M1 antag: 17

(listing goes on)
| Molecule | M5 ag | M5 antag | M4 antag | CHRM5 PAM | CHRM4 agonist | M1 PAM | M4 PAM | CRFBP-R2 agonist | M1 antag |
| --- | --- | --- | --- | --- | --- | --- | --- | --- | --- |
| Cc1ccc(S(=O)(=O)N2CCOC2CNC(=O)C(=O)NCCc2c[nH]c3ccccc23)cc1 (stereo not drawn) | 4 | -7 | -7 | -7 | 16 | -10 | -8 | 0.0 | 9 |
| CC1CCN(CC(=O)Nc2cccc(C(=O)Nc3cccc(C(F)(F)F)c3)c2)CC1 | 1 | -5 | -11 | -4 | 13 | -5 | -7 | 0.9 | -3 |
| CCn1c(CSc2nnc3ccccn23)nc2cc(C(=O)O)ccc21 | -2 | 0 | -3 | 0 | 1 | 3 | 5 | 20 | -24 |
| CC(=O)N/C(=C\c1ccc(F)cc1)C(=O)NC(Cc1ccccc1)C(=O)O (stereo not drawn) | 1 | 2 | 4 | 4 | 1 | 7 | 9 | -0.3 | -3 |
| COc1ccccc1N1CCN(S(=O)(=O)c2cccs2)CC1 | 0 | 10 | -11 | -7 | 1 | 9 | 10 | -2.5 | -3 |
| Cc1nnc2sc(SCC(=O)N3CCCCC3)nn2c1=O | -2 | -15 | -4 | 3 | 1 | 7 | 1 | -0.5 | -6 |
| CCSc1nnc(NC(=O)c2nn(C(C)C)c(=O)c3ccccc23)s1 | -8 | -5 | -1 | 5 | 1 | 6 | 5 | -0.3 | -3 |
| COCCCNC(=O)C1CCN(C(=O)Nc2ccc(Cl)cc2)CC1 | -2 | 1 | -8 | 4 | 1 | 3 | 2 | -0.7 | 2 |
| O=C(N/N=C/c1ccc([N+](=O)[O-])o1)c1cn2ccc3ccccc3c2n1 | 0 | 6 | 9 | -2 | 0 | 7 | -13 | -4.4 | -6 |
| O=C(CCCN1C(=O)c2ccccc2C1=O)NCc1ccco1 | -1 | -3 | -9 | 2 | 0 | 9 | 5 | 1.5 | -22 |
| C#CCN(C[C@@H](CC(C)C)NC(=O)OC(C)(C)C)S(=O)(=O)c1ccc(Br)cc1F | 2 | -14 | -4 | 5 | 0 | 7 | 0 | 3.3 | -19 |
| COc1ccc(CN2CC[C@@H](N3CCOCC3)[C@H](O)C2)cc1F | 0 | 9 | 8 | -5 | 1 | 2 | 0 | 1.0 | -11 |
| CC1CCCC(C)N1C(=O)Cn1nnc(-c2ccc([N+](=O)[O-])cc2)n1 (stereo not drawn) | -11 | 18 | 12 | -5 | 1 | 1 | -8 | -2.1 | -3 |
| COc1ccc(C)cc1S(=O)(=O)NC1CCCCCC1 | -4 | 7 | 2 | 1 | 0 | 0 | 0 | -0.3 | 4 |
| CCCN(C(=O)c1ccccc1Cc1ccccc1)C1CCS(=O)(=O)C1 (stereo not drawn) | -1 | -6 | -19 | -7 | 4 | 5 | 6 | 5.0 | -5 |
| CCC1CO/C(=C(\C(=C(Cl)Cl)N2CCOCC2)[N+](=O)[O-])N1 (stereo not drawn) | 1 | 7 | -1 | 2 | 1 | 1 | -1 | -0.5 | 7 |
| Cc1cc2nc(C3CCN(Cc4nnnn4Cc4ccccc4)CC3)[nH]c2cc1C | -6 | 11 | -2 | -8 | 0 | -16 | -9 | -0.4 | -6 |
| S=C1NCCOCCOCCNC(=S)N2CCOCCOCCN1CCOCCOCC2 | -1 | -2 | -4 | 0 | 0 | -6 | -1 | 1.7 | 8 |
| Cc1ccc(S(=O)(=O)NCC(=O)N(CC(=O)NCC2CCCO2)Cc2ccco2)cc1 (stereo not drawn) | -1 | 12 | -7 | -2 | 9 | 2 | -4 | 0.0 | -5 |
| COc1c(NC=O)c2c(c([N+](=O)[O-])c1OC)C(=O)OC2 | 0 | 8 | -9 | 4 | 1 | 10 | 9 | 1.9 | -22 |
| COC(=O)N/N=C/c1cn(CCOc2cccc(OC)c2)c2ccccc12 | 0 | 9 | 1 | -8 | 23 | 11 | -8 | 0.8 | -16 |
| N#Cc1cn(CC(=O)NCC2CCCO2)c2ccccc12 (stereo not drawn) | 1 | -2 | -1 | -3 | 0 | 4 | 5 | 2.3 | -4 |
